# Bioassay records from PubChem.
# LYP inhibition – inhibition of human PTPN22 tyrosine phosphatase – biochemical, DiFMUP fluorescence, recombinant catalytic domain, 10 µM, primary screen (AID 606). recombinant LYP catalytic domain, DiFMUP fluorescence; higher % means a stronger effect. inhibition, % at 10 µM; hits with a dose series show IC50 in µM. 52,000 tested, under 10 active;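 active = IC50 under 40 µM in the dose-response test; inactive = IC50 of 40 µM or more, or never dose-tested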
# Spn PMK inh – blocks S. pneumoniae phosphomevalonate kinase. inhibition, % at 10 µM. purified PMK, PK/LDH-coupled NADH absorbance 340 nm. 0.49% of 65,000 active. AID 539;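 active = top-ranked compounds by inhibition in the single 10 µM screen, taking a fixed number of the strongest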;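 note: 0% = full reaction with DMSO carrier and 100% = background rate without enzyme reaction; no value below 0 was filed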
# HPDE-C7 viability – HPDE-C7 pancreatic duct cell viability loss – fluorescence, HTS (AID 430); cytotoxicity, % at 10 µM; hits with a dose series show EC50 in µM; HPDE-C7 pancreatic duct cells viability, fluorescence; higher % means a stronger effect; 1.8% of 63,000 active;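 note: cells exposed to compound for 48 hours before viability readout; 0% = vehicle and 100% = reference cytotoxic drug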
# MK inhibit – S. pneumoniae mevalonate kinase inhibition. purified MK, PK/LDH-coupled NADH absorbance 340 nm. AID 555. inhibition, % at 10 µM. 0.48% of 65,000 active;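 active = ranked among the strongest by inhibition in the single 10 µM screen, a fixed top-ranked set picked for dose follow-up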; note: no value below 0 was filed
# HT1080 cytotoxicity – HT1080 cell viability loss – fluorescence readout (AID 620); cytotoxicity, % at 10 µM; hits with a dose series show EC50 in µM; 0.42% of 87,000 active; HT1080 viability, fluorescence; higher % means a stronger effect;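 note: cells exposed to compound overnight then 4 h with Alamar Blue; 0% = vehicle DMSO and 100% = killing control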
# Bfl-1 displacement – Bfl-1 inhibitors, primary screen, biochemical, fluorescence polarization, FITC-Bid, mouse (AID 432). FITC-Bid BH3 peptide fluorescence polarization displacement; higher % means a stronger effect. one-dose displacement, % at 20 µM; IC50 in µM for titrated hits. 0.02% of 64,000 active; in the data active = a potency from the dose series; inactive = the rest, 99 in 100 with displacement below about 15%; note: strong numbers were not always called active
# TNAP inhibition – human TNAP enzyme inhibitors, biochemical, luminescent (AID 518). 0.09% of 64,000 active. purified TNAP enzyme, luminescent substrate readout; higher % means a stronger effect. inhibition, % at 20 µM; hits with a dose series show IC50 in µM; in the data active = a potency from the dose series; inactive = the rest, 99 in 100 with inhibition below about 22%;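 note: plate controls were vehicle for no effect and reference inhibitor for full effect; many of its hits are not listed in these tables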
# Spn DPM-DC inh – S. pneumoniae DPM-DC inhibition; 0.49% of 65,000 active; calls only at 10 µM; purified DPM-DC, PK/LDH coupled NADH fluorescence;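 active = the 320 compounds with the highest percent inhibition in the single-dose primary screen, excluding strongly autofluorescent ones, cut at about 32% in these data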;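 note: kinetic rate of NADH fluorescence loss reporting ADP formed by the decarboxylase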
# KRASV12 cytotoxicity – viability loss of HPDE-C7K cells – cell-based, fluorescence, HTS, primary screen (AID 431). HPDE-C7K KRASV12 cells, Alamar Blue viability, 48 h; higher % means a stronger effect. one-dose cytotoxicity, % at 10 µM; EC50 in µM for titrated hits. 1.7% of 63,000 active;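 active = compounds whose percent cytotoxicity in the single-dose primary screen, scaled between solvent and toxic-drug controls, exceeds 50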;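 note: 0% = DMSO solvent wells and 100% = doxorubicin-treated wells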
# Spn PMK inh pilot replicates – further read-out of Spn PMK inh, marked with its call; inhibition, %; measured here: pilot screen replicates
# MK inhibit pilot replicates – also measured in MK inhibit; calls as there; inhibition, %; measured here: pilot screen replicates
# Spn DPM-DC inh pilot screen % – also measured in Spn DPM-DC inh; calls as there; inhibition, %; measured here: pilot screen trials
# * = called active by the depositor; i = inactive; . = not tested or not shown; & = joins results of further samples; [ ] = remark or other dose. Cut-off read from the data, not from the text of the source, unless noted: active = cytotoxicity above about 50%; inactive = the rest.
SMILES,LYP inhibition,Spn PMK inh,HPDE-C7 viability,MK inhibit,HT1080 cytotoxicity,Bfl-1 displacement,TNAP inhibition,Spn DPM-DC inh,KRASV12 cytotoxicity,others
O=C(CCCN1C(=O)c2ccccc2C1=O)N1CCN(c2ccccn2)CC1,1%,7,-5%,16,-4%,4%,2%,i,0%,
Cc1ccc(CSc2nc3c(c(=O)[nH]2)CCC3)cc1,.,16,-18%,6,1%,6%,10%,i,1%,Spn PMK inh pilot replicates=0.5;MK inhibit pilot replicates=0.0;Spn DPM-DC inh pilot screen %=0.0
O=C(O)CCCC(=O)N1CCN(C(c2ccccc2)c2ccccc2)CC1,-6%,3,0%,2,14%,-10%,-4%,i,-9%,
CC(C)N(C#N)c1nc(N2CCOCC2)nc(N2CCOCC2)n1,9%,9,-6%,0,2%,-8%,2%,i,-3%,
CCOC(=O)C1CCCN(C(=O)c2ccccc2Oc2ccccc2)C1 (stereo not drawn),12%,1,-7%,3,-13%,-4%,-1%,i,-11%,
O=S(=O)(CCc1nnc(-c2ccccc2)o1)c1ccc2ccccc2c1,5%,13,.,6,1%,-11%,-84%,i,.,
Cc1cc(C(=O)Nc2c(C)n(C)n(-c3ccccc3)c2=O)c(C)o1,.,16,-15%,4,-6%,-2%,4%,i,-1%,Spn PMK inh pilot replicates=4.5;MK inhibit pilot replicates=0.0;Spn DPM-DC inh pilot screen %=2.0
CN(c1ccc(C(=O)NCc2cccnc2)cc1)S(C)(=O)=O,-3%,4,.,0,4%,-1%,12%,i,.,
C(=NCCCN1CCOCC1)c1ccc2c(c1)OCO2,-1%,0,-13%,0,0%,6%,-11%,i,-10%,
C/C(=N\O)c1ccc2c3ccccc3n(C)c2c1,-4%,1,-6%,11,2%,10%,-6%,i,-11%,
CCn1c(SCC(=O)Nc2ccccc2N2CCOCC2)nnc1-c1ccccc1O,-2%,5,2%,3,-4%,-3%,3%,i,9%,
CCOc1cc(CN2CCN(C(=O)c3ccco3)CC2)ccc1OC,-3%,0,0%,51*,1%,-6%,7%,i,10%,Spn PMK inh pilot replicates=5.5;MK inhibit pilot replicates=0.5*;Spn DPM-DC inh pilot screen %=1.0
CCCCNC(=O)C1CC(=O)N(C2CCCCC2)C1 (stereo not drawn),13%,8,-23%,5,-3%,-6%,3%,i,-8%,
O=C1OC2CC3CC1CC(O)(C3)C2 (stereo not drawn),1%,7,-4%,2,5%,3%,6%,i,-9%,
COc1cccc(-n2c(SCC#N)nnc2-c2cnccn2)c1,.,19,-14%,0,-5%,-14%,7%,i,1%,
COc1cccc(C(=O)SC2=NCCS2)c1,.,8,-13%,10,-6%,-1%,8%,i,11%,
COc1ccccc1N(CC(=O)NCCSc1ccccc1)S(C)(=O)=O,8%,0,-11%,0,-6%,-11%,12%,i,-9%,
Cc1ccc(S(=O)(=O)C(CCC(=O)N2CCOCC2)S(=O)(=O)c2ccc(C)cc2)cc1,-2%,0,6%,4,21%,6%,0%,i,-15%,
O=c1[nH]c(NCc2ccccc2)nc2c1CCC2,.,2,4%,9,0%,-5%,12%,i,7%,
c1ccc(N2CCN(c3nc(NCc4ccco4)c4ccccc4n3)CC2)cc1,9%,0,11µM*,3,-1%,-7%,16%,i,11µM*,
O=C(NCc1ccc(F)cc1)C1CCN(C(=O)NCc2ccccc2)CC1,-3%,13,2%,8,-1%,-3%,16%,i,9%,Spn PMK inh pilot replicates=1.5;MK inhibit pilot replicates=0.0;Spn DPM-DC inh pilot screen %=0.0
CCC1CCCCN1C(=O)CSc1nc(N)c(NC(=O)c2ccco2)c(=O)[nH]1 (stereo not drawn),-4%,18,-22%,0,1%,-3%,-2%,i,-22%,
N#C/C(=C1/CCCCCN1)c1nc2ccccc2[nH]1,.,6,4%,10,-19%,4%,9%,i,-13%,
CCOCC(=O)Nc1c(C(=O)Nc2ccccc2OC)oc2ccccc12,-7%,3,-1%,0,11%,-5%,48%,.,10%,
COCCn1nnnc1C(c1cccc(C#N)c1)N1CCCCCC1 (stereo not drawn),9%,19,-31%,0,10%,-2%,10%,i,-15%,
COc1cccc(OC)c1C(=O)N1CCN(Cc2ccncc2)CC1,3%,2,-1%,0,2%,-1%,7%,i,3%,
CCOC(=O)C1CCN(C(=O)CC(C)c2ccccc2)CC1 (stereo not drawn),4%,0,-5%,6,4%,4%,12%,i,-15%,
CCCc1nc2n[nH]c(N)c2c2c1CCCC2,5%,9,4%,10,22%,2%,5%,i,5%,
COc1ccccc1Cn1c(=S)[nH]c2cc(C(=O)N3CCN(C)CC3)ccc2c1=O,-2%,14,-5%,6,1%,-8%,13%,i,-3%,
COc1nc(OC)nc(N2CCC(C(=O)NC3CCCCCC3)CC2)n1,13%,16,-14%,0,3%,2%,11%,i,-11%,Spn PMK inh pilot replicates=4.5;MK inhibit pilot replicates=8.5;Spn DPM-DC inh pilot screen %=0.0
Cc1cc(NC(=O)CSC2=Nc3ccccc3C3=NC(Cc4ccccc4)C(=O)N23)n[nH]1 (stereo not drawn),12%,6,12%,6,19%,5%,2%,i,14%,
COc1nc(-c2ccc(Cl)cc2)ccc1-c1noc(-c2ccncc2)n1,-5%,11,-23%,13,1%,-9%,14%,i[may fluoresce],-9%,Spn PMK inh pilot replicates=4.5;MK inhibit pilot replicates=2.0;Spn DPM-DC inh pilot screen %=50
O=C(Nc1nc(-c2cc(Cl)sc2Cl)cs1)c1cccs1,7%,12,35%,0,0%,-4%,12%,i,39%,
O=C(NCCN1CCN(c2ccccc2)CC1)C1CCN(S(=O)(=O)N2CCOCC2)CC1,.,14,-11%,4,1%,-8%,0%,i,-20%,
Cc1ccc(CN(C)C(=O)C2CCCN2C(=O)c2cccs2)o1 (stereo not drawn),6%,0,-3%,10,-7%,-6%,8%,i,3%,
C/C(=C\C(=O)c1ccccc1)Nc1cccc(O)c1,1%,0,6%,4,-3%,-6%,14%,i,8%,
CCCCC(=O)N=c1sc2cc(S(C)(=O)=O)ccc2n1C,-2%,11,6%,0,4%,1%,8%,i,6%,
c1cc2c(nn1)CCc1nonc1-2,-4%,8,-14%,6,-6%,-3%,12%,i,-6%,
Cn1c(=O)c2c(nc(N3CCc4ccccc4C3)n2Cc2ccc(Br)cc2)n(C)c1=O,14%,5,3%,0,1%,0%,1%,i,5%,
c1cncc(-c2nnc(-c3cccs3)o2)c1,12%,8,4%,11,5%,4%,-8%,i,8%,
CCOC(=O)C1=C(C)NC(=O)NC1c1ccccc1Cl (stereo not drawn),6%,5,.,14,23%&-1%,2%,6%,i,.,
Cn1ncc(C#N)c1NC(=O)C1CC(c2c(F)cccc2Cl)=NO1 (stereo not drawn),-6%,17,.,2,0%,0%,11%,i,.,
Nc1cc(N)nc(SCC(=O)N2CCCCC2)n1,4%,3,-11%,8,-25%,-13%,9%,i,-20%,
Cn1c(C(=O)N2CCc3ccccc32)cc2c(=O)n3ccccc3nc21,4%,0,-12%,0,4%,-1%,-1%,i,-12%,
CCc1nnc(NC(=O)CN2C(=O)c3ccccc3C2=O)s1,.,6,.,4,18%,-8%,9%,i,.,
CN(C)CCn1c(C(=O)O)cc2ccccc21,18%,17,-4%,5,13%,-2%,9%,i,6%,
CCN(CC)S(=O)(=O)c1cc(C(=O)n2cccn2)c(Cl)cc1Cl,15%,11,11%,2,3%,-2%,5%,i,5%,
O=C(COc1ncnc2ccccc12)NC1CCS(=O)(=O)C1 (stereo not drawn),.,13,-9%,0,0%,4%,10%,i,-11%,
O=C1CCCc2nc(N3CCN(C(c4ccccc4)c4ccccc4)CC3)ncc21,.,4,-10%,3,2%,-10%,6%,i,-6%,
CCCn1c(SCC(=O)N2CCN(S(=O)(=O)c3ccc(Cl)cc3)CC2)n[nH]c1=O,-1%,11,3%,7,-1%,-3%,4%,i,-2%,
CSC1=NCCN1C(=O)Cc1cccs1,12%,0,-8%,2,4%,-10%,-1%,i,5%,
O=C(c1cc2ccccc2o1)c1nc2c(n1O)CCCCC2,8%,9,-18%,5,3%,0%,12%,i,-21%,
Cn1c(=O)n(Cc2ccccc2)c(=O)c2c1nc(NCC1CCCO1)n2Cc1ccccc1 (stereo not drawn),-13%,4,-16%,0,-9%,1%,13%,i,-5%,Spn PMK inh pilot replicates=6.0;MK inhibit pilot replicates=8.0;Spn DPM-DC inh pilot screen %=0.5
CN(C)CCCN1C(=O)c2oc3ccccc3c(=O)c2C1c1cccs1 (stereo not drawn),6%,11,-2%,1,-1%,-6%,15%,i,-7%,Spn PMK inh pilot replicates=3.5;MK inhibit pilot replicates=1.0;Spn DPM-DC inh pilot screen %=2.5
CN1C(=O)CSc2ccc(NC(=O)NCc3cccnc3)cc21,13%,16,-14%,6,11%,-4%,4%,i,-9%,
COc1ccc(Cc2nc(-c3ccc(-n4cccc4)cc3)no2)cc1OC,6%,13,43%,8,2%,-9%,6%,i,36%,
COC(=O)c1cc2oc(C)cc2n1CC(=O)Nc1cc(C)cc(C)c1,3%,8,-12%,11,1%,4%,6%,i,-13%,
O=C(Cc1cccs1)NCc1ccco1,11%,3,6%,0,-1%,-7%,6%,i,7%,
CCOc1ccc(C2/C(=C(/O)c3ccccc3)C(=O)C(=O)N2CCCN(C)C)cc1OC (stereo not drawn),9%,1,-8%,9,5%,1%,9%,i,0%,Spn PMK inh pilot replicates=4.5;MK inhibit pilot replicates=4.0;Spn DPM-DC inh pilot screen %=1.5
O=C1c2ccccc2C(Nc2ccc3nc(-c4cccnc4)[nH]c3c2)N1Cc1ccco1 (stereo not drawn),-4%,0,-1%,4,1%,-5%,24%,i,9%,Spn PMK inh pilot replicates=0.0;MK inhibit pilot replicates=3.0;Spn DPM-DC inh pilot screen %=18
O=C(O)CC(C(=O)N(c1ccccc1)c1ccccc1)N1CCOCC1 (stereo not drawn),5%,3,10%,10,14%,36%,2%,i,-6%,
Clc1ss/c(=N\c2ccccn2)c1Cl,.,0,-22%,3,.,9%,12%,i,8%,Spn PMK inh pilot replicates=3.0;MK inhibit pilot replicates=0.0;Spn DPM-DC inh pilot screen %=3.0

# Four entries from above, arranged by length of the SMILES, rising:
SMILES,LYP inhibition,Spn PMK inh,HPDE-C7 viability,MK inhibit,HT1080 cytotoxicity,Bfl-1 displacement,TNAP inhibition,Spn DPM-DC inh,KRASV12 cytotoxicity,others
CN(C)CCn1c(C(=O)O)cc2ccccc21,18%,17,-4%,5,13%,-2%,9%,i,6%,
O=C(COc1ncnc2ccccc12)NC1CCS(=O)(=O)C1 (stereo not drawn),.,13,-9%,0,0%,4%,10%,i,-11%,
CN(C)CCCN1C(=O)c2oc3ccccc3c(=O)c2C1c1cccs1 (stereo not drawn),6%,11,-2%,1,-1%,-6%,15%,i,-7%,Spn PMK inh pilot replicates=3.5;MK inhibit pilot replicates=1.0;Spn DPM-DC inh pilot screen %=2.5
CCCn1c(SCC(=O)N2CCN(S(=O)(=O)c3ccc(Cl)cc3)CC2)n[nH]c1=O,-1%,11,3%,7,-1%,-3%,4%,i,-2%,
